Bioassay records as filed in PubChem BioAssay.
TWEAK-Fn14 inh – inhibitors of TWEAK-Fn14 signaling, primary screen, luciferase reporter cells, uHTS | inhibition, % at 10 µM | AID 1159606, 2016 | TWEAK-stimulated Fn14 reporter cells, luciferase luminescence, 8 h | 360,000 compounds, 2% hits; in the data active means inhibition above about 50%
NCOA1 inh – SRC1 coactivator transcriptional activity inhibitors, primary screen, cell-based, luminescence | Nuclear receptor coactivator 1 (Homo sapiens), Q15788 | HEK293 GAL4-SRC1 luciferase reporter | inhibition, % at 3.6 µM | 360,000 compounds, 0.12% hits | AID 588354, 2011;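 active means inhibition above the campaign mean plus 3 SD, with each screening campaign given its own cutoff, cut at about 60% in these data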;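 further: 0% = DMSO treated cells and 100% = gossypol at 36 µM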
TROY NFkB inh – inhibitors of TROY-driven NF-kB signaling, primary screen, Q293 LMP1-TROYcd cells, NF-kB luciferase, uHTS; Q293 LMP1-TROYcd NF-kB luciferase reporter, 4 h; inhibition, % at 10 µM; 360,000 compounds, 0.98% hits; AID 1347056, 2019;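 active means compounds whose plate-normalised and pattern-corrected inhibition of the luciferase reporter signal at the single screening dose is 50% or more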
Granule exo inh – LAMP-1 surface exposure blockers, TALL-104 cells – cell-based, flow cytometry, MLPCN library, primary screen | TALL-104 LAMP-1 surface exposure; cells stimulated with thapsigargin and PMA | inhibition, % at 10 µM | 360,000 compounds, 0.66% hits;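 active means inhibition above about 55%, limit read from the data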
LRH-1 inv ag – LRH-1 (NR5A2) inverse agonists, primary screen, cell-based, luminescence, HEK293T, StAR-luciferase reporter; inhibition, % at 3.6 µM; AID 602396, 2012; LRH-1 transfected, 24 h; Nuclear receptor subfamily 5 group A member 2 (Homo sapiens), O00482; 360,000 compounds, 0.13% hits;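 active means inhibition above the mean inhibition of all tested compounds plus 3 SD, cut at about 73% in these data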;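 further: 0% = DMSO wells and 100% = reporter-only cells lacking LRH-1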
Target sequence (O00482 whole entry, looked up): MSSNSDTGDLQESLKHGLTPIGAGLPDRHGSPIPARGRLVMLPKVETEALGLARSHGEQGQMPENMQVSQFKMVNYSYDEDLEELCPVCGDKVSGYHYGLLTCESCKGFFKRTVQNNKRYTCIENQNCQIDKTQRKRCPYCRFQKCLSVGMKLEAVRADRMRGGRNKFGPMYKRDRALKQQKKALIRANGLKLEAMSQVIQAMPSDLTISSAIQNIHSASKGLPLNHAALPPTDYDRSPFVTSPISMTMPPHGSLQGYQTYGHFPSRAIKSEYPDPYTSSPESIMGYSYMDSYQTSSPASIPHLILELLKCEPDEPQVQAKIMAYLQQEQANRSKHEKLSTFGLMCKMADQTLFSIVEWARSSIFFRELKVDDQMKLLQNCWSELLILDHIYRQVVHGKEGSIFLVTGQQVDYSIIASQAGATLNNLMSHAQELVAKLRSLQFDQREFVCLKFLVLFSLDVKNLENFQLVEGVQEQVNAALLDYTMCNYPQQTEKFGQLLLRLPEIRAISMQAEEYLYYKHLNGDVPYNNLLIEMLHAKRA
SRC2 inh – inhibition of GAL4-SRC2 driven luciferase reporter, primary screen, SRC2 inhibitor project, cell-based, luminescence; HEK293 GAL4-SRC2 luciferase reporter; inhibition, % at 9 µM; 370,000 compounds, 0.17% hits; AID 651957, 2012;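 active means inhibition above the mean inhibition of all tested compounds plus 3 SD, set per campaign, cut at about 52% in these data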;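 further: 0% = DMSO treated cells and 100% = cells given Gossypol at 36 µM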
NCOA3 inh – SRC3 coactivator transcriptional activity inhibitors, primary screen, cell-based, luminescence; inhibition, % at 3.6 µM; Nuclear receptor coactivator 3 (Homo sapiens), Q9Y6Q9; AID 588352, 2011; HEK293 GAL4-SRC3 luciferase reporter; 360,000 compounds, 0.17% hits;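 active means inhibition above a per-campaign cutoff, the mean of all compounds plus 3 SD, cut at about 60% in these data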;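 further: 0% = DMSO-treated cells and 100% = gossypol-treated cells at 36 µM; higher means less SRC3-driven luciferase light from the GAL4 reporter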
ABHD5 PLIN5 PPI – ABHD5-PLIN5 interaction inhibitors, primary screen, cell lysate, split luciferase complementation, luminescence; Split G. princeps luciferase complementation, 4 h; 360,000 compounds, 0.78% hits; AID 602281, 2012; inhibition, % at 4 µM; Perilipin-5 (Homo sapiens) + 1-acylglycerol-3-phosphate O-acyltransferase ABHD5 (Homo …;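 active means inhibition above the mean inhibition across every tested compound plus 3 SD, cut at about 22% in these data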;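 further: 0% = DMSO only wells and the 100% control is not disclosed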
NOD2-RIPK2 inh – NOD2-RIPK2 binding disruptors in cells, primary screen, fluorescence, CHO cells, BLA complementation; AID 624267, 2012; CCF4 ratio; Receptor-interacting serine/threonine-protein kinase 2 (Homo sapiens), O43353; inhibition, % at 4.98 µM; 360,000 compounds, 0.38% hits; in the data active means inhibition above about 21%;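 further: 0% = vehicle only and 100% = reference blocker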
Target sequence (O43353 whole entry, looked up): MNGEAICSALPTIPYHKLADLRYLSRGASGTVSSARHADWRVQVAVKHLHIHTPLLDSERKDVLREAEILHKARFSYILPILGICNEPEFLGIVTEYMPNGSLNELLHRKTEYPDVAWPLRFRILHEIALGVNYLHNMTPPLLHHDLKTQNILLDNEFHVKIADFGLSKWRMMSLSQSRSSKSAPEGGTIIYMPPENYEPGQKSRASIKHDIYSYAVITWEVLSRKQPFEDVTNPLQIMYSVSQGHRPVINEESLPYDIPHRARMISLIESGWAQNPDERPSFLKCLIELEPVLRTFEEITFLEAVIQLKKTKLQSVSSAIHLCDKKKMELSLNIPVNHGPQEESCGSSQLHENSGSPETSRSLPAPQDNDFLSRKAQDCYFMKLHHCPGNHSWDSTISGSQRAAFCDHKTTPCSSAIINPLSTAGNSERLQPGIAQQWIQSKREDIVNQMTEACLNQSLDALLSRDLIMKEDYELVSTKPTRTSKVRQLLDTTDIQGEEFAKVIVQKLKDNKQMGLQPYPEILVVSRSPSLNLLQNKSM
COUP-TFII inh – NR2F2 transcriptional activity inhibitors, primary screen, cell-based, luciferase reporter, HEK293T, luminescence; COUP transcription factor 2 (Homo sapiens), P24468; HEK293T NGFI-A luciferase reporter; inhibition, % at 8.6 µM; 370,000 compounds, 0.7% hits; AID 686940, 2013;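 active means inhibition above a per-plate cutoff, mean inhibition of test wells between control levels plus 3 SD, cut at about 38% in these data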;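 further: cells cotransfected with COUP-TFII expression vector driving the NGFI-A reporter; 0% = median of COUP-TF2 test wells and 100% = reporter-only cells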
TLR9-MyD88 inh – inhibitors of TLR9-MyD88 association in cells, primary screen, cell-based, CHO, BLA complementation, fluorescence; Toll-like receptor 9 (Homo sapiens) + Myeloid differentiation primary response protein …; CCF4 FRET ratio; inhibition, % at 4.98 µM; 340,000 compounds, 0.21% hits; AID 504734, 2011;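 active means inhibition above the mean over all tested compounds plus 3 SD, cut at about 21% in these data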;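 further: 0% = DMSO only wells and 100% = clavulanate BLA inhibitor control wells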
* hit, by the source's call; x = no result given. This is a subset; count on the stated rates, not on these rows.

SMILES	TWEAK-Fn14 inh	NCOA1 inh	TROY NFkB inh	Granule exo inh	LRH-1 inv ag	SRC2 inh	NCOA3 inh	ABHD5 PLIN5 PPI	NOD2-RIPK2 inh	COUP-TFII inh	TLR9-MyD88 inh
COc1ccccc1OCCNC(=O)c1ccccc1C	-11.3	-17.3	-19.5	-1.9	-20.9	-16.9	-0.2	-0.2	11.2	-22.3	3.0
Cn1nc(C(=O)N2CCN(S(=O)(=O)/C=C/c3ccccc3)CC2)c2ccccc2c1=O	17.1	6.9	3.5	1.2	3.6	-13.7	-15.8	1.1	-17.5	4.6	-3.4
O=C(Nc1nncs1)c1cc(-c2ccco2)nc2ccccc12	13.4	-5.4	-0.8	-35.2	8.7	-2.0	-7.3	6.3	-5.2	-3.6	-8.1
O=C(Nc1cccc(C(F)(F)F)c1)c1csc(-c2ccncc2)n1	-37.4	2.7	-5.2	0.5	-26.3	-10.4	25.5	8.5	-1.2	-13.8	-9.3
Cc1ccc(N2C(=O)C3C4C=CC(CNC(=S)N5CCN(c6ccccc6)CC5)(O4)C3C2=O)cc1 (stereo unspecified)	5.6	-10.4	1.8	3.4	8.9	-1.1	-34.1	2.2	6.9	-4.4	8.5
CN1CCN(C(=O)C[C@H]2CC[C@H]3[C@@H](COC[C@@H](O)CN3Cc3cccc(F)c3)O2)CC1	x	x	x	-6.5	7.3	-61.1	x	9.4	-13.7	-17.2	x
O=C(COC(=O)CN1C(=O)c2ccccc2C1=O)Nc1cccc(F)c1	-10.1	-6.7	-31.4	0.9	4.0	-13.9	2.8	-3.1	-11.8	7.6	1.2
Cc1cccc(N(CC(=O)NCCC2=CCCCC2)S(C)(=O)=O)c1C	1.7	-4.0	19.6	-0.4	17.1	0.0	15.8	2.1	1.7	6.2	-1.2
COCCSc1ccccc1C(=O)Nc1ccc2c(c1)OCO2	9.2	-4.6	11.4	-2.9	5.0	-25.4	13.2	-1.9	-4.8	-8.7	-0.3
COc1ccccc1OCCNc1nc2c(c(=O)n(C)c(=O)n2C)n1C	-4.1	-13.4	-3.8	-0.8	-4.6	2.7	3.6	-13.2	1.4	10.2	-6.4
Cc1ccc(N2C(=O)CC(NCc3ccc4c(c3)OCO4)C2=O)cc1Cl (stereo unspecified)	-23.5	-20.1	-38.8	-1.8	-12.8	-12.3	5.9	4.3	-1.9	6.8	-3.0
COc1ccc(Oc2ccc(S(=O)(=O)N3CCCCC3)cc2S(=O)(=O)N2CCCCC2)cc1	5.4	-7.0	20.0	-1.9	-3.8	-4.1	7.8	3.6	-4.4	0.9	-16.0
COc1ccccc1C(=O)Nc1nsc(-c2ccccc2)n1	4.7	-62.1	-81.7	-3.0	-121.7	-45.9	-84.3	6.8	-5.2	-40.8	-7.8
CC(=O)Nc1ccc(CN2CCCC(CO)(Cc3ccccc3C)C2)cc1 (stereo unspecified)	-7.7	6.2	11.2	-6.9	-15.7	2.3	1.9	-0.7	-6.3	-23.1	4.9
O=C1/C(=C/c2cccs2)SC(=S)N1N1CCOCC1	-8.8	-1.1	-24.5	-2.3	14.6	6.6	-1.2	2.8	-0.6	7.4	-5.0
CN(C)S(=O)(=O)c1ccc(C(=O)OCCCN=C2NS(=O)(=O)c3ccccc32)cc1	-28.4	-18.2	-5.0	-2.8	-1.2	-22.5	-10.4	4.6	-7.1	-7.0	-6.2
Cc1onc(-c2c(F)cccc2Cl)c1C(=O)Nc1cccc(S(=O)(=O)NC2=NCCC2)c1	3.4	-8.3	27.2	-0.2	-17.9	-12.8	-3.4	-5.8	-14.3	12.0	-5.9
CCn1c(CC(=O)Nc2ccccc2OC)nnc1SCC(=O)Nc1ccccc1F	5.9	-27.5	5.3	28.4	-7.0	11.3	10.2	5.7	-6.9	2.7	5.4
CCOc1ccc(C2c3c(oc4ccccc4c3=O)C(=O)N2CCCN2CCOCC2)cc1OCC (stereo unspecified)	6.3	-14.7	-20.5	-2.5	6.5	7.7	12.6	8.6	5.0	0.0	-24.4
O=C(c1ccccc1)c1nc2c(n1O)CCCCC2	-6.7	-41.1	-38.3	-1.2	-40.4	-3.3	-36.8	4.0	-4.6	17.6	-18.0
CC(NC(=O)CN(c1ccc(Cl)cc1)S(C)(=O)=O)c1ccccc1 (stereo unspecified)	6.2	0.6	-14.5	3.1	-8.3	-10.5	-14.0	-1.3	1.8	-43.7	8.2
O=C1NC[C@H](CCCCN2C[C@H](Cc3ccc(O)cc3)N(Cc3ccccc3)C(=O)C2=O)N(Cc2ccccc2)C1=O	3.8	x	-4.0	13.5	-29.3	-18.4	x	-4.5	-9.1	-2.0	x
CCCC(=O)Nc1nnc(-c2ccc3c(c2)OCCO3)o1	-0.4	-44.5	-15.2	0.2	-43.4	-17.9	-13.3	-2.9	-9.7	-11.1	-7.7
CCC(=O)c1ccc(OCC(O)CNC(C)c2ccccc2)cc1 (stereo unspecified)	-12.7	-6.1	8.0	-2.9	11.0	-2.5	1.3	4.2	2.8	6.2	2.3
N#Cc1c(Nc2ccc(F)cc2)sc(C(=O)c2ccccc2)c1N	-6.1	-8.7	-0.5	5.4	21.5	-2.3	1.7	-6.8	-5.5	-4.5	-3.1

Next section; it opens with the 2 that closed the last part.
SMILES	TWEAK-Fn14 inh	NCOA1 inh	TROY NFkB inh	Granule exo inh	LRH-1 inv ag	SRC2 inh	NCOA3 inh	ABHD5 PLIN5 PPI	NOD2-RIPK2 inh	COUP-TFII inh	TLR9-MyD88 inh
CCC(=O)c1ccc(OCC(O)CNC(C)c2ccccc2)cc1 (stereo unspecified)	-12.7	-6.1	8.0	-2.9	11.0	-2.5	1.3	4.2	2.8	6.2	2.3
N#Cc1c(Nc2ccc(F)cc2)sc(C(=O)c2ccccc2)c1N	-6.1	-8.7	-0.5	5.4	21.5	-2.3	1.7	-6.8	-5.5	-4.5	-3.1
Cn1c(SCC(=O)NNC(=O)c2ccc(Cl)cc2)nnc1-c1cccnc1	1.7	-2.7	-18.0	-4.6	-7.7	-32.8	-9.0	2.0	-4.6	-9.9	0.2
CCCN1C(=O)/C(=C/c2c(N3CCNC(=O)C3CC(=O)OCC)nc3c(C)cccn3c2=O)SC1=S (stereo unspecified)	24.2	17.5	29.5	10.1	9.0	x	-0.8	-1.1	-4.8	x	3.0
Fc1ccccc1OCCCCCN1CCCC1	-1.1	-14.3	13.1	1.6	1.9	-7.1	14.9	0.0	-0.9	5.3	7.4
CCOC(=O)c1ccc(NC(=S)N2CCC(C(N)=O)(N3CCCCC3)CC2)cc1	3.9	-17.2	4.3	2.5	7.6	-16.7	27.8	0.5	1.1	-6.7	5.2
COC(=O)C1=C(C(=O)OC)[C@@H]2N(C)c3ccc(OC)cc3[C@@]23C[C@@H](C(=O)OC)N(S(=O)(=O)c2ccc(OC)cc2)C3=N1	3.4	4.6	0.1	-2.1	15.6	-4.1	3.8	-2.0	-7.4	-12.3	-9.3
CCc1ccc(N2CC(C(=O)N3CCN(c4ccccn4)CC3)CC2=O)cc1 (stereo unspecified)	5.2	3.4	-4.0	0.8	1.8	0.3	11.3	10.9	-10.4	-14.7	4.0
COc1ccc(NC(=S)NC2CCCCCC2)c(OC)c1	-6.2	-4.0	-19.2	11.2	-22.0	-10.6	8.1	-5.4	19.6	3.7	-0.8
Cc1nn(CC(=O)N2CCCC2)c(=O)c2nn(-c3ccccc3)c(C)c12	1.6	7.6	9.9	13.1	-3.5	10.4	16.1	-1.0	7.2	-21.6	1.6
CCOC(=O)/C(=N\Nc1ccccc1)c1csc(Nc2ccc(C)cc2)n1	-15.1	-4.6	2.9	1.4	11.4	4.6	-1.5	-21.4	0.9	4.1	-0.1
COc1ccc(Cc2c(-c3cccc(Br)c3)nc3ccc(Cl)cn23)c(C)c1	-3.8	-43.0	-23.8	-5.7	-93.8	1.4	-49.8	2.7	3.6	-25.0	x
COc1ccc(-c2ncc(CN3CCN(CCC(C)C)C(CCO)C3)cn2)cc1 (stereo unspecified)	-2.3	-38.1	-40.3	1.1	-45.8	-33.5	-37.0	3.3	-3.0	-10.6	-2.4
CC(=O)c1cc(C)ccc1OC(=O)CCN1C(=O)C2C3c4ccccc4C(c4ccccc43)C2C1=O (stereo unspecified)	4.7	9.7	20.8	-6.9	-6.1	9.6	7.2	-1.4	2.0	-3.0	-3.6
O=C(Nc1nonc1NC(=O)C1CCCCC1)C1CCCCC1	11.0	-9.1	3.4	3.2	18.1	14.1	5.2	2.0	8.9	-1.5	-1.1
N#Cc1nc(Cc2cccc3ccccc23)oc1N1CCCCC1	-4.5	-15.2	5.2	-1.1	-5.2	0.1	-2.3	1.3	-8.5	7.1	-4.1
Cc1ccc(C(C(=O)NC2CCCCC2)N2CCOCC2)cc1 (stereo unspecified)	-31.7	-43.1	-33.8	-2.8	-31.1	-8.5	1.5	-1.2	-3.3	9.5	2.8
COCCN1C[C@@H](CO)O[C@@H](n2cnc3c(NCc4ccco4)ncnc32)C1	-24.0	0.9	0.2	-1.9	25.4	7.6	9.4	13.4	-14.3	-17.0	x
Cc1cc(C)c(C#N)c(N2CCN(C(=O)C3COc4ccccc4O3)CC2)n1 (stereo unspecified)	-2.2	-57.9	8.8	0.2	1.8	15.9	17.2	4.5	11.7	-3.8	-6.6
O=C(Nc1nccs1)c1ccccc1[N+](=O)[O-]	9.8	-18.4	-23.7	2.5	-0.8	-0.3	4.5	1.8	-3.3	-16.7	-5.9
COc1ccc(S(=O)(=O)NCCc2c(C)nn(C)c2Oc2ccccc2)cc1	4.5	-4.2	14.3	3.5	-16.9	-5.4	-8.1	3.7	-6.8	-3.0	0.7
Cc1cc(-c2onc(C)c2C(=O)Oc2ccc(Cl)cc2)no1	-17.5	-11.8	-1.3	0.5	0.4	-5.6	7.3	2.0	-5.3	-1.8	-4.0
Cc1noc(C)c1S(=O)(=O)N(C)C[C@H]1OCc2cnnn2CCCC(=O)N([C@H](C)CO)C[C@@H]1C	10.8	8.0	5.4	-0.7	-7.7	9.1	9.5	-0.9	-0.9	0.5	6.8
O=C(NCCc1ccccc1)/C(=N\O)c1ccccc1	-2.9	-76.3	-44.1	-0.3	-78.4	-74.7	-94.8	0.1	8.6	-31.2	-3.4
O=C(Nc1cccs1)Nc1c(F)cc(F)cc1Br	-1.4	11.1	11.5	8.1	0.5	14.2	6.9	0.7	-2.6	14.4	0.8
